# Bioassay records (PubChem)
# LYPLA2 inh: LYPLA2 (human) inhibition in PME1 counter-screen; recombinant LYPLA2, FP-Rh probe fluorescence polarization; inhibition, % at 5.9 µM; AID 2177; 0.38% of 320,000 active;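 active = inhibition above the screen-wide mean plus 3 SD, limit set per campaign, cut at about 26% in these data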;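 also: 0% = LYPLA2 with DMSO and 100% = wells lacking LYPLA2 enzyme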
# Target sequence (O95372 whole entry, looked up): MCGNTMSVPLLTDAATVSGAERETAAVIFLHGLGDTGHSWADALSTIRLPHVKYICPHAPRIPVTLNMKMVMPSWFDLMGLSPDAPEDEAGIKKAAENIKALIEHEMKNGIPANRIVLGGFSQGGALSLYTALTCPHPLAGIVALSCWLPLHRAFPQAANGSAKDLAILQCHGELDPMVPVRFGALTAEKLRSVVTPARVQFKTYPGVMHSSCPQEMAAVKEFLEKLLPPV
# Efflux pump mplx: inhibitors of Candida antifungal efflux pumps expressed in yeast | 0.44% of 330,000 active | inhibition, % at 10 µM | AID 485275 | S. cerevisiae Candida pump triplex, Nile Red efflux;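 active = plate passing quality check with inhibition over a set limit, or well fluorescence over plate mean plus 4 SD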;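 also: Nile Red retained in pooled yeast measured as flow cytometry median fluorescence; 0% = buffer negative control and 100% = Enniatin B positive control; higher means more Nile Red kept so more efflux inhibition; some compounds called inactive have numbers as strong as hits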
# PP1 counter: blocks human PP1-alpha phosphatase, a PP5 counter-screen; 0.9% of 320,000 active; inhibition, % at 6.7 µM; AID 2235; P62136; purified PP1alpha, OMFP fluorescence;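 active = inhibition above the mean inhibition of all tested compounds plus 3 SD, computed separately for each screening campaign, cut at about 15% in these data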
# Target sequence (P62136 whole entry, looked up): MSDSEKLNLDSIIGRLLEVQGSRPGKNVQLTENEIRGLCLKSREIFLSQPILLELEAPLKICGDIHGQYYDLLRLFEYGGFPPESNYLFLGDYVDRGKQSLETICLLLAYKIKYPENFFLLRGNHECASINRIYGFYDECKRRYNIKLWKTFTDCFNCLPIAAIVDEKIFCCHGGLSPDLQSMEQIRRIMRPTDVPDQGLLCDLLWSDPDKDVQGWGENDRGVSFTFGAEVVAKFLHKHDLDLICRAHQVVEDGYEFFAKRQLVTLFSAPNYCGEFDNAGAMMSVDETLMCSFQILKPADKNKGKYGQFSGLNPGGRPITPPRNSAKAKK
# PP5 inh: inhibitors of human protein phosphatase 5 (PP5); 0.18% of 320,000 active; inhibition, % at 6.7 µM; purified PP5c, OMFP substrate fluorescence;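 active = inhibition above the campaign's mean inhibition across all tested compounds plus 3 SD, cut at about 9.5% in these data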;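 also: 0% = DMSO only and 100% = 100 µM cantharidin control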
# Target sequence (P53041 whole entry, looked up): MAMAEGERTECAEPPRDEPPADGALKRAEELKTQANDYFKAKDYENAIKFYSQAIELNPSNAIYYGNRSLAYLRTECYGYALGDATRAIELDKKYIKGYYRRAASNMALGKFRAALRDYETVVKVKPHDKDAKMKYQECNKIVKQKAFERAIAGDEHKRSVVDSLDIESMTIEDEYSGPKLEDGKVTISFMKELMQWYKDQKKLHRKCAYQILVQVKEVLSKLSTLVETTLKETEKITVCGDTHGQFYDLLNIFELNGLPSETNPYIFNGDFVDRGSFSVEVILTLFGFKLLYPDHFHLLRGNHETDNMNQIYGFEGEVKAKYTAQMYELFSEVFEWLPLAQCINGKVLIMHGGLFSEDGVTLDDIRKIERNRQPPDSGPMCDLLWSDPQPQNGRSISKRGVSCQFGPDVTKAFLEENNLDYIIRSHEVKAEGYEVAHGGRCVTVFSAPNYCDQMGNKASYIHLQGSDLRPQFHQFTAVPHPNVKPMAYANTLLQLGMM
# JMJD2C inh: human JMJD2C demethylase inhibition; Q9H3R0; GST-JMJD2C(1-420) H3K9me3 demethylation, DELFIA europium; inhibition, % at 2.35 µM; 0.069% of 330,000 active; AID 2099;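 active = more than half of a compound's replicate wells show inhibition beyond 50%, single wells judged on their own value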;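 also: signal counts dimethyl H3K9 product captured on neutravidin plate; 0% = median of DMSO wells and 100% = 0.3 times that DMSO median; strong numbers were not always called active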
# HCV core dimer: blocks dimerization of HCV core protein; TR-FRET GST/Flag-core106 dimerization, 1536-well; inhibition, % at 5 µM; 0.33% of 300,000 active;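 active = inhibition above the mean of all tested compounds plus 3 SD, set per screening campaign, cut at about 45% in these data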
#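 Test system: GST/Flag-tagged HCV core106 proteins; Medium: KF-containing HEPES buffer, pH 7.45, DTT, CHAPS, BSA; Times: compound-protein-antibody incubation 4 h at 22.5 °C; Detection: TR-FRET 671 and 617 nm emission; Benchmarks: wells lacking GST-core106 and wells with excess unlabelled core106.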
# TPT1 inh: C. albicans TPT1 enzyme inhibition; recombinant caTPT1, FP RNA substrate dephosphorylation; inhibition, % at 5 µM; 0.81% of 300,000 active;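 active = inhibition above the mean of all tested compounds plus 3 SD, set per screening campaign, cut at about 24% in these data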;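 also: plate controls were DMSO alone for no effect and ferristatin control at 100 nM for full effect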
# CTSL1 counter: blocks F. hepatica cathepsin L1 in PFM18AAP counter-screen; recombinant F. hepatica cathepsin L1, Z-Leu-Arg-MCA fluorescence; AID 1906; inhibition, % at 5.96 µM; 0.49% of 300,000 active;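 active = inhibition above the mean of all tested compounds plus 3 SD, set per screening campaign, cut at about 17% in these data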;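 also: 0% = plate median of test compound wells and 100% = 1 µM Z-Phe-Ala-diazomethylketone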
# PREPL inh: inhibitors of human prolyl oligopeptidase-like enzyme PREPL | inhibition, % at 5.96 µM | 0.68% of 320,000 active | recombinant PREPL, fluorescence polarization activity-based probe | Q4J6C6; in the data active = inhibition above about 43%;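 also: 0% = enzyme with DMSO and 100% = wells lacking enzyme; many of its hits are not listed in these tables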
# Active calls of the source: *; . = no result given; & = joins results of further samples.
SMILES,LYPLA2 inh,Efflux pump mplx,PP1 counter,PP5 inh,JMJD2C inh,HCV core dimer,TPT1 inh,CTSL1 counter,PREPL inh
O=C(N/N=C/c1coc2ccccc2c1=O)c1ccc(Cl)cc1,1,0.0,-11,0.8,2,14,1,1,3
COc1ccccc1S(=O)(=O)CC(O)COc1ccc(C#N)cc1 (stereo not given),-2,-0.1,-1,-5.8,-8,1,0,10,-5
CCOC(=O)c1c(C)[nH]c(C(=O)CSc2ccccc2)c1C,3,-0.1,-1,2.3,18,2,0,6,6
CCOC(=O)N1CCC(Nc2c(NCCN3CCN(c4ccccc4F)CC3)c(=O)c2=O)CC1,2,0.0,-2,-0.2,2,4,-4,3,9
N#C/C(=C\c1ccc(-c2ccccc2)o1)C(=O)Nn1cnnc1,-1,0.0,1,0.2,3,-11,-3,2,2
CC(C)(C)OC(=O)NCCc1nnc(S(=O)(=O)Cc2ccc(Cl)cc2Cl)o1,2,0.0,0,2.4,4,2,-3,1,4
O=C(CSc1ccc(-c2ccccc2)nn1)N1CCN(c2ccccc2)CC1,-2,0.1,-3,0.1,13,7,-3,-6,-12
CC(=O)c1cccc(NC(=O)C2CC(c3ccc(F)cc3)=NO2)c1 (stereo not given),5,0.1,0,3.4,6,-3,-2,-9,1
CCN1C(=O)c2cccc3c(S(=O)(=O)Nc4ccc(O)c(C(=O)O)c4)ccc1c23,3,-0.2,3,4.0,-13,-2,-4,3,1
Cc1ccc(-c2nc(C)sc2CC(=O)OCC(=O)Nc2c(F)cccc2F)cc1,1,0.0,2,1.7,-2,0,2,-12,2
CCOC(=O)c1c(NC(=O)Cn2nc(C(=O)O)c3ccccc3c2=O)sc(C)c1C,-1,-0.1,1,1.4,-2,12,4,4,-13
Cc1cc(C)n(-c2cc(N3CCN(S(=O)(=O)c4ccc(C)c(C)c4)CC3)ccc2[N+](=O)[O-])n1,12,0.0,-5,4.9,-13,24,-1,3,-10
CCCCc1cc(=O)oc2cc(C)cc(OCC(=O)NCc3ccccn3)c12,2,0.0,-1,0.0,-2,10,-2,-2,-6
Cc1ccc(-c2cc(C(=O)Nc3ccc(S(=O)(=O)Nc4onc(C)c4C)cc3)[nH]n2)c(O)c1,-2,-0.2,2,-0.2,4,1,1,1,5
Cc1[nH]c(=O)c(C#N)cc1-c1ccccc1,-4,0.2,-5,4.2,-6,4,0,-4,2
Cc1ccc(C(=O)N2c3ccccc3OCC2C)cc1 (stereo not given),2,-0.1,1,2.4,2,6,0,0,-2
CC(C)c1ccc(NC2CCCN(C(=O)c3ccc(Cn4cnnn4)cc3)C2)cc1 (stereo not given),8,-0.1,3,-2.0,-1,5,0,2,1
COc1cc(OC)cc(-c2cc3nc(C)c(CCC(=O)Nc4nc(C)cs4)c(C)n3n2)c1,-11,0.2,-2,2.4,5,0,-3,1,-9
O=C(OCC(=O)N1CCc2ccccc21)c1ccc[nH]c1=O,5,0.4,-5,-0.3,-10,1,0,-2,-2
Cc1nnc(SCC(=O)Nc2cccc(C(F)(F)F)c2)[nH]c1=O,-2,0.2,-2,2.9,3,-2,-2,-2,-5
CC1CCCCC1NC(=O)C1CCN(S(=O)(=O)N2CCOCC2)CC1 (stereo not given),-1,0.6,-4,3.0,3,2,0,-4,20
O=C(CSc1nnc2ccccn12)Nc1ccc2c(c1)OCCO2,1,-0.3,-2,3.8,-2,-5,-7,1,15
CCCCN(CC)C(=O)CN1C(=O)c2ccccc2C1=O,5,-0.1,-2,2.1,-16,7,0,1,-3
CC(C)Oc1ccc(S(=O)(=O)N2CCOCC2)cc1NC(=O)C1CSC2(C)CCC(=O)N12 (stereo not given),-3,0.0,-4,0.1,4,-4,2,9,11
Cc1cc(C)c2c(=O)[nH]c(SCC(=O)N(C)C)nc2n1,2,-0.2,3,0.9,-5,0,1,0,0
COC(=O)c1c(NC(=O)COc2ccc(Cl)cc2Cl)sc2c1CC(C)(C)NC2(C)C,1,0.1,9,2.0,-9,-2,-2,7,-19
Cc1cc(NC(=O)CCC(=O)N(c2cccc(F)c2)C(C(=O)NC2CCCC2)c2ccncc2)no1 (stereo not given),-2,0.1,-2,2.0,3,-2,-1,-1,-5
Cn1c(=O)c2c(ncn2CCOc2cccc(Br)c2)n(C)c1=O,-1,-0.2,0,-0.5,-17,8,-7,-1,3
COc1cc(C2NC(=O)NC(C)=C2C(=O)OCC2CCCCC2)ccc1O (stereo not given),1,-0.1,-1,0.8,-9,-4,0,2,1
COc1ccc(CCNC(=O)CN2CCN(c3cccc(C(F)(F)F)c3)CC2)cc1,3,0.1,2,5.5,-8,2,1,-1,-1
CC1(C)Cc2cccc(OCC(=O)N3CCN(c4ccc([N+](=O)[O-])cc4)CC3)c2O1,12,-0.2,4,-1.4,9,-2,-3,2,21
Cc1nc(C)c(Oc2cccc(C(F)(F)F)c2)c(=O)[nH]1,1,0.0,-1,-0.7,2,2,-2,-2,-3
O=C(CSc1nnc(-c2ccc(Br)cc2)n1C1CCCCC1)N1CCCC1,-1,0.0,5,3.2,14&-18,-1,-5,-21,10
COc1ccc(/C=C/C(=O)OCCCN(C)C)cc1,3,0.0,-7,4.9,0,-5,-5,3,4
O=C(CSc1ccc(Cl)cc1)N1N=CCC1c1ccccc1 (stereo not given),-1,-0.1,-1,0.1,1,1,-2,-1,-17
O=C(Nc1cc(=O)[nH]c(=O)[nH]1)c1cccc(Br)c1,-8,-0.1,-4,1.9,2,9,1,-2,0
O=C(Nc1ccccc1)/C(=C/c1ccccc1)c1ccccc1,1,-0.2,-6,-9.1,-2,-13,-3,11,2
Cc1ccc(-c2c(NCCc3ccccc3)c(=O)c2=O)cc1,2,0.1,-4,2.4,-2,8,-3,2,-4
Cc1cccc(OCC(=O)N2CCN(S(C)(=O)=O)CC2)c1,-2,0.0,-3,-1.2,23,-2,-6,-3,0
O=C(Nc1ccc(S(=O)(=O)N2CCN(Cc3ccccc3)CC2)cc1)c1cnccn1,-1,0.0,-3,1.1,-6,-3,-3,-3,10

# Reprinted from the listing, twelve compounds:
SMILES,LYPLA2 inh,Efflux pump mplx,PP1 counter,PP5 inh,JMJD2C inh,HCV core dimer,TPT1 inh,CTSL1 counter,PREPL inh
COC(=O)c1c(NC(=O)COc2ccc(Cl)cc2Cl)sc2c1CC(C)(C)NC2(C)C,1,0.1,9,2.0,-9,-2,-2,7,-19
Cc1cc(NC(=O)CCC(=O)N(c2cccc(F)c2)C(C(=O)NC2CCCC2)c2ccncc2)no1 (stereo not given),-2,0.1,-2,2.0,3,-2,-1,-1,-5
Cn1c(=O)c2c(ncn2CCOc2cccc(Br)c2)n(C)c1=O,-1,-0.2,0,-0.5,-17,8,-7,-1,3
COc1cc(C2NC(=O)NC(C)=C2C(=O)OCC2CCCCC2)ccc1O (stereo not given),1,-0.1,-1,0.8,-9,-4,0,2,1
COc1ccc(CCNC(=O)CN2CCN(c3cccc(C(F)(F)F)c3)CC2)cc1,3,0.1,2,5.5,-8,2,1,-1,-1
CC1(C)Cc2cccc(OCC(=O)N3CCN(c4ccc([N+](=O)[O-])cc4)CC3)c2O1,12,-0.2,4,-1.4,9,-2,-3,2,21
Cc1nc(C)c(Oc2cccc(C(F)(F)F)c2)c(=O)[nH]1,1,0.0,-1,-0.7,2,2,-2,-2,-3
O=C(CSc1nnc(-c2ccc(Br)cc2)n1C1CCCCC1)N1CCCC1,-1,0.0,5,3.2,14&-18,-1,-5,-21,10
COc1ccc(/C=C/C(=O)OCCCN(C)C)cc1,3,0.0,-7,4.9,0,-5,-5,3,4
O=C(CSc1ccc(Cl)cc1)N1N=CCC1c1ccccc1 (stereo not given),-1,-0.1,-1,0.1,1,1,-2,-1,-17
O=C(Nc1cc(=O)[nH]c(=O)[nH]1)c1cccc(Br)c1,-8,-0.1,-4,1.9,2,9,1,-2,0
O=C(Nc1ccccc1)/C(=C/c1ccccc1)c1ccccc1,1,-0.2,-6,-9.1,-2,-13,-3,11,2

# Further structures follow.
SMILES,LYPLA2 inh,Efflux pump mplx,PP1 counter,PP5 inh,JMJD2C inh,HCV core dimer,TPT1 inh,CTSL1 counter,PREPL inh
Cn1c(=O)n(C)c2cc(NC(=O)c3ccc(F)cc3)ccc21,1,0.0,-2,6.4,0,3,1,-1,3
FC(F)(F)c1ccc(Oc2ccc3ccccc3c2Br)nc1,-2,-0.1,-2,1.7,2,2,2,4,2
CC(C)[C@H](NC(=O)c1ccc(Cl)c([N+](=O)[O-])c1)C(=O)NCc1ccc(F)cc1,0,0.0,-2,-2.2,-4,-7,-3,3,3
O=[N+]([O-])c1ccc(C2OCCO2)cc1CS(=O)(=O)c1ccccc1,-6,0.1,2,2.1,0,-1,3,1,-2
COCC1CCN(C(=O)CC2C(=O)NCCN2Cc2cccc(Oc3ccccc3)c2)CC1 (stereo not given),2,2.6,-3,2.4,-2,-1,0,1,7
O=C(Nc1ncccn1)c1cc(-c2ccc(F)cc2)nc2ccccc12,-1,-0.1,1,-0.9,-15,-2,3,4,-11
COc1ccc(N(CC(=O)NCc2ccc(C)cc2)S(=O)(=O)c2c(C)nn(C)c2C)cc1,-4,-0.8,-2,1.3,9,3,1,1,6
CC12CCC(=O)N1C(C(=O)Nc1ccc(Br)cc1Cl)CS2 (stereo not given),2,-0.1,3,0.8,-1,7,-1,1,1
COc1ccc(Br)cc1C(=O)NC(=S)Nc1ccc(CN2CCOCC2)cc1,4,0.1,-3,5.1,0,-16,3,-5,4
CC(C)Oc1ccc(CNS(=O)(=O)c2csc(C(N)=O)c2)cc1,-1,0.1,-7,-1.1,-8,5,2,-1,3
COc1ccc(OC)c2c(N)c(C#N)c(C(F)(F)C(F)(F)F)nc12,-3,0.1,2,4.2,2,4,3,5,-2
CC1CC(C)CN(C(=O)COC(=O)COc2ccccc2C#N)C1 (stereo not given),5,0.0,-5,1.2,0,.,.,.,9
N#C/C(=C\Nc1ccc2c(c1)OCCO2)c1nc(-c2ccccc2)cs1,-5,0.1,-9,0.8,-2,10,1,-3,8
Cc1ccc(C)c(S(=O)(=O)Nc2ccccc2C(=O)Nc2ccc(S(=O)(=O)Nc3ncccn3)cc2)c1,-1,-0.1,1,-0.3,2,3,2,1,-7
O=C(OCC(=O)N1CCCCC1)c1cccc(NS(=O)(=O)c2ccccc2)c1,-2,0.1,1,-1.2,10,6,0,0,5
COCCNC(=O)c1c(CSc2ccc(F)cc2)noc1C(=O)NCc1ccccc1,2,0.4,-1,6.2,-25,0,0,5,13
CC(=O)C(C(c1ccccc1)c1c[nH]c2ccccc12)[N+](=O)[O-] (stereo not given),-4,-0.5,1,1.5,-8,3,-1,-1,-11
O=C(CSc1nnc(CNC(=O)c2cccs2)o1)NC1CCCC1,1,0.0,-1,1.7,-6,1,0,-4,-4
Cc1c(Br)c([N+](=O)[O-])nn1C(C)C(=O)NCc1cccnc1 (stereo not given),2,0.0,-3,-0.4,0,0,-2,1,3
CC(=O)c1ccc(NC(=O)/C(=C\c2ccccc2)NC(=O)c2ccco2)cc1,-1,-0.1,0,1.7,-6,-4,-3,0,-7

# An excerpt from above in order of their number in PP5 inh, descending:
compound	PP5 inh
N#C/C(=C\Nc1ccc2c(c1)OCCO2)c1nc(-c2ccccc2)cs1	0.8
O=C(Nc1ncccn1)c1cc(-c2ccc(F)cc2)nc2ccccc12	-0.9
CC(C)Oc1ccc(CNS(=O)(=O)c2csc(C(N)=O)c2)cc1	-1.1

# An excerpt (hit frequency here may not be typical).
